# KCNQ2 block: KCNQ2 potassium channel inhibitors, primary screen, cell-based, CHO-K1, FluxOR thallium flux, B-score (AID 2156); Potassium voltage-gated channel subfamily KQT member 2 (Rattus norvegicus), O88943; 20 min; hits give low values; B-score at 10 µM; 1.1% of 310,000 active;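 active = fluorescence ratio B-score at most minus 3 library SDs, with starting brightness B-score within 2 library SDs, cut at about -5.5 in these data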
# STK33 inh: inhibitors of purified STK33 kinase, primary screen, biochemical, ADP-Glo luminescence, homogeneous, cell-free | inhibition, % at 10 µM | AID 2661, 2010 | Serine/threonine-protein kinase 33 (Homo sapiens), Q9BYT3 | 0.073% of 320,000 active | MBP phosphorylation;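 active = inhibition at or above 25%, using the most active replicate where run in duplicate; inactive = inhibition below 25%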
# Target sequence (Q9BYT3 whole entry, looked up): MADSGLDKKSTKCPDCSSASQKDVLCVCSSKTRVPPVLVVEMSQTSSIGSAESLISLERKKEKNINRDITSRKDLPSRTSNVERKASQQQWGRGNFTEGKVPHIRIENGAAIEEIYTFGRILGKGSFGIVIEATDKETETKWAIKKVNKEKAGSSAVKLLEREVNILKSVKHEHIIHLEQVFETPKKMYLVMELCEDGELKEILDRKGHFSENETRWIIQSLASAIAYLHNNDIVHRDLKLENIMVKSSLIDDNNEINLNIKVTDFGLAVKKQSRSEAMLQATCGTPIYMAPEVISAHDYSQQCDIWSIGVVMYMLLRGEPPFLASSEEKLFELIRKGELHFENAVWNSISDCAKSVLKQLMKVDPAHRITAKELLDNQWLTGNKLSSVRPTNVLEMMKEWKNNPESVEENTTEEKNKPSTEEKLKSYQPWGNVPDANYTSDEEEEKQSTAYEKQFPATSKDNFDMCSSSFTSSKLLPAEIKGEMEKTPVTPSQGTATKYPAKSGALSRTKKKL
# Kir21 inh: inhibitors of mouse Kir2.1 inward-rectifier potassium channel; 0.85% of 310,000 active; Inward rectifier potassium channel 2 (Mus musculus), P35561; B-score at 10 µM; HEK293-Kir2.1, FluxOR thallium flux fluorescence; hits give low values;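 active = fluorescence ratio B-score at or below minus 3 SD of library scores, with starting-brightness B-score within 2 SD, cut at about -4.2 in these data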;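 note: channel flux triggered by added potassium and thallium sulfate stimulus; B-score of peak minus minimum fluorescence over baseline after thallium stimulus; more negative B-score means stronger Kir2.1 block with less thallium influx; some compounds called inactive have numbers as strong as hits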
# Target sequence (P35561 whole entry, looked up): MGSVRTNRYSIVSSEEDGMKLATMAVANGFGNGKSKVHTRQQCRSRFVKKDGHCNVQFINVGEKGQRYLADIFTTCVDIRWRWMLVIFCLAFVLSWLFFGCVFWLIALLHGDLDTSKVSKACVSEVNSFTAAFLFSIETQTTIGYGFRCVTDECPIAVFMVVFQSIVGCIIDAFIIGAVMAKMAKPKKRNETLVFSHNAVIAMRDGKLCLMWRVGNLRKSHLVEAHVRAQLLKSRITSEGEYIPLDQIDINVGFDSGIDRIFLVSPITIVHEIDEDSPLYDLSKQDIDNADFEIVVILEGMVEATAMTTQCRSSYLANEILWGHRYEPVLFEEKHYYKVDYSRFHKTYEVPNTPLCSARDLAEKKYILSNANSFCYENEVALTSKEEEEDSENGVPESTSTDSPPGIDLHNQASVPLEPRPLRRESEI
# * hit, by the source's call; i = inactive.
compound | KCNQ2 block | STK33 inh | Kir21 inh
O=C(NCCN1CCOCC1)C(=O)NCC1OCCN1S(=O)(=O)c1cc(F)ccc1F (configuration not stated) | i | 0.0 | -0.09
CS(=O)(=O)Nc1ccc(Br)cc1C(=O)c1ccccc1 | i | 2.0 | -2.41
CC(=O)c1cccc(NC(=O)c2ccc(C(=O)Nc3cccc(C(C)=O)c3)nc2)c1 | i | 5.8 | 0.55
Cc1ccc(-c2nn(-c3ccc(F)cc3)cc2C(=O)NCC2CCCO2)cc1 (configuration not stated) | i | -0.6 | 0.07
CCCCn1c(=O)[nH]c(=O)c2c1nc(-c1cc3c(cc1Br)OCO3)n2C | i | -1.7 | 0.06
CCOC(=O)c1cccc(NC(=O)/C=C/c2ccc([N+](=O)[O-])cc2)c1 | i | 0.6 | -0.01
CCOC(=O)CC1C(=O)NCCN1Cc1cccs1 (configuration not stated) | i | -0.9 | 1.27
C/C(=N\NC(=O)C(C)n1nc(C)c([N+](=O)[O-])c1C)c1ccccc1O (configuration not stated) | i | -0.9 | -0.61
CSc1ccccc1NC(=S)NC1CCCC1 | i | -0.3 | -0.72
COC(=O)C(C)(C(=O)OC)c1ccc(C(F)(F)F)cc1[N+](=O)[O-] | i | -0.6 | -1.26
COc1cccc(NC(=O)CC(=O)c2ccccc2)c1 | i | 1.0 | 0.14
Cn1cc(S(=O)(=O)N2CCN(C(=O)c3ccco3)CC2)c(=O)n(C)c1=O | i | 0.0 | -0.13
CC(=O)c1c(C)[nH]c(C(=O)OCc2c(F)cccc2Cl)c1C | i | -0.9 | 0.73
Cc1cc(OC(C)C(=O)NCc2ccncc2)c2c(C)c(C)c(=O)oc2c1 (configuration not stated) | i | -1.2 | -0.31
Cc1csc(NC(=O)C2CCCN(S(=O)(=O)c3ccc4c(c3)oc(=O)n4C)C2)n1 (configuration not stated) | i | 1.3 | 0.28
CC(C)OC(=O)c1sc2nc(-c3ccccc3)ccc2c1N | i | -1.6 | -1.83
COc1ccc(OC)c(-n2c(-c3ccc(O)cc3O)n[nH]c2=S)c1 | i | 0.0 | 0.17
O=C(Nc1ccc(F)cc1)N1CCOCC1 | i | -0.7 | -0.71
COc1ccccc1N1CCN(C(=O)c2ccccc2Oc2ccccc2)CC1 | i | -1.2 | 1.81
CCN(CC)S(=O)(=O)c1ccc(NC(=O)c2cccs2)cc1 | i | -0.4 | -0.14
Cc1ccc(S(=O)(=O)NC(CC(C)C)C(=O)N2CCOCCOCCOCC2)cc1 (configuration not stated) | i | 0.1 | 2.69
Cc1cccc(C(=O)Nc2nnc(S(=O)(=O)N3CCCCCC3)s2)c1 | i | -0.3 | -0.03
COC(=O)c1ccc(CNC(=O)CSc2nc3ccccc3[nH]2)cc1 | i | 0.2 | -0.03
CCC(=O)Oc1ccc(C(=O)Nc2c[nH]c(=O)[nH]c2=O)cc1 | i | 0.0 | 0.56
O=C(COC(=O)c1cc(NS(=O)(=O)c2cccs2)ccc1O)Nc1cc(Cl)ccc1Cl | i | -0.9 | -0.77
Cc1cc(C)n(-c2nc(C)nc3sc4c(c23)CCC(C)C4)n1 (configuration not stated) | i | -0.6 | 0
COc1cc(C(=O)Nc2nc(-c3cc(C)ccc3C)c(C)s2)ccc1OCC(=O)Nc1ccc(F)cc1 | i | -1.6 | 0.56
CSc1nsc(SC)c1C(=O)O | i | -1.1 | -2.22
COc1ccccc1NC(=O)CN(Cc1ccco1)C(=O)c1ccc(Cl)nc1 | i | -0.8 | 0.85
Cc1ccc(O)c(C(CC(=O)NCc2cccnc2)c2ccccc2)c1 (configuration not stated) | i | 0.6 | -1.38
COc1cc2c(C#N)c(N3CCCCC3)nc(N)c2c(N)n1 | i | 1.7 | 0.66
COCc1cc(C)nc(OCC(=O)N/N=C/c2ccc(C)cc2)c1C#N | i | -1.2 | 1.3

# 5 compounds from above, showing only KCNQ2 block.
SMILES | KCNQ2 block
O=C(COC(=O)c1cc(NS(=O)(=O)c2cccs2)ccc1O)Nc1cc(Cl)ccc1Cl | i
Cc1cc(C)n(-c2nc(C)nc3sc4c(c23)CCC(C)C4)n1 (configuration not stated) | i
COc1cc(C(=O)Nc2nc(-c3cc(C)ccc3C)c(C)s2)ccc1OCC(=O)Nc1ccc(F)cc1 | i
CSc1nsc(SC)c1C(=O)O | i
COc1ccccc1NC(=O)CN(Cc1ccco1)C(=O)c1ccc(Cl)nc1 | i

# Following part
compound | KCNQ2 block | STK33 inh | Kir21 inh
Cc1ccc(C)c(N2CCN(C(=O)Cn3ncc4c([nH]c5ccc(C)cc54)c3=O)CC2)c1 | i | 0.8 | -0.11
O=C(O)CCc1[nH]c2ccccc2c1Sc1ccccc1 | i | -0.3 | 2.39
CC(Cl)C(=O)c1c(N)n(C)c(=O)n(C)c1=O (configuration not stated) | i | -0.5 | 0.17
Cc1ccc(S(=O)(=O)NCc2ccccc2)cc1C(=O)N(C)CC(=O)Nc1c(Cl)cccc1Cl | i | 0.0 | -0.38
Cc1cccc(NC(=O)Nc2c(C)n(C)n(-c3ccccc3)c2=O)c1 | i | 0.7 | 2.35
CC(=O)NC1(C(=O)O)CCCC1 | i | -0.9 | 0.01
O=C(Nc1ccc(Cl)cc1)[C@@H]1[C@@H]2C(=O)N(c3ccc(Cl)cc3Cl)C(=O)[C@@H]2[C@H]2C=CC=NN21 | i | -1.0 | 0.74
Oc1ccc(C=Nc2ccccc2-c2nc3ccccc3[nH]2)cc1 | i | 5.8 | -0.94
O=C1c2ccc(-c3ccc4c(c3)C(=O)N(CCCO)C4=O)cc2C(=O)N1CCCO | i | 0.9 | -0.28
Cc1ccc(NC(=O)c2cncc(Br)c2)c(O)c1 | i | 1.4 | -1.48
Cc1noc(C)c1COC(=O)CCCc1c[nH]c2ccccc12 | i | -1.4 | -2.08
CCn1c(SCC(=O)Nc2cc(C)on2)nnc1-c1cccc(C)c1 | i | 0.3 | -1.49
S=C(Nc1ccccc1)N1CCN(C(=S)Nc2ccccc2)CC1 | i | -1.2 | 1.31
O=C1COc2ccc(C(=O)COC(=O)c3ccccc3[N+](=O)[O-])cc2N1 | i | -1.6 | 1.08
Cc1cc(C)nc(N2CCC(C(=O)NCCc3ccccc3)CC2)n1 | i | -0.2 | 0.17
Cc1cc(C)c2nc(SCC#N)cc(C)c2c1 | i | -2.8 | 0.71
O=C(c1ccc(F)cc1)N1CCN(c2cc(=O)[nH]nc2-c2ccccc2)CC1 | i | 9.4 | 2.32
CC(=O)c1cc(CN2CCN(CC=C(C)C)C(CCO)C2)cs1 (configuration not stated) | i | -0.9 | 1.46
O=C(Oc1nsnc1N1CCOCC1)N1CCOCC1 | i | -1.3 | 0.68
O=C(c1cccn(Cc2ccc(C(F)(F)F)cc2)c1=O)N1CCOCC1 | i | -0.6 | 0.55
COc1ccc2[nH]c(=O)c(CN(C)C(=O)C3CCCCC3)cc2c1 | i | -0.3 | -0.01
O=S(=O)(O)Oc1c[nH]c2ccccc12 | i | 3.9 | 0.01
Cc1c(F)cccc1NC(=O)CSCC(=O)Nc1ccccc1 | i | -2.2 | -0.77
Cc1ccsc1CN1CCN(c2ccccn2)CC1 | i | -1.4 | 0.57
CCCc1nc2ccccc2c(NC(=O)CN(CC)CC)c1CC | i | 0.8 | 0.81
CCc1ccc(OC(=O)c2cncc(Br)c2)cc1 | i | -0.9 | 1.02
CCOc1ccc(NC(=O)CC(Cc2ccc(Cl)cc2)C(=O)O)cc1 (configuration not stated) | i | -0.4 | -2.07
Cc1ccc(S(=O)(=O)Cn2nnnc2C(CC(C)C)N2CCC(C(N)=O)CC2)cc1 (configuration not stated) | i | -0.6 | -0.59
Cc1nnc(Cl)c2nn(-c3ccccc3F)c(C)c12 | i | -0.2 | 2.09
CC(C)c1ccc(N(C(=O)c2ccco2)C(C(=O)NC2CCCC2)c2cccnc2)cc1 (configuration not stated) | i | 0.5 | 2.36
Cc1c(C(=O)Nc2ccc(-c3nnc4n3CCCCC4)cc2)oc2c1ccc1ccccc12 | i | -0.2 | 1.79
Cc1ccc(C(C[N+](=O)[O-])n2nc(C)cc2C)cc1 (configuration not stated) | -7.43* | -1.2 | -8.03*

# Sorted by count of non-hydrogen atoms (falling): part of the list above
compound | KCNQ2 block | STK33 inh | Kir21 inh
CC(C)c1ccc(N(C(=O)c2ccco2)C(C(=O)NC2CCCC2)c2cccnc2)cc1 (configuration not stated) | i | 0.5 | 2.36
Cc1ccc(S(=O)(=O)Cn2nnnc2C(CC(C)C)N2CCC(C(N)=O)CC2)cc1 (configuration not stated) | i | -0.6 | -0.59
CCCc1nc2ccccc2c(NC(=O)CN(CC)CC)c1CC | i | 0.8 | 0.81
Cc1ccc(C(C[N+](=O)[O-])n2nc(C)cc2C)cc1 (configuration not stated) | -7.43* | -1.2 | -8.03*

# Additional entries follow.
compound | KCNQ2 block | STK33 inh | Kir21 inh
Cc1ccc(S(=O)(=O)N2CCOC2CNC(=O)C(=O)NCCc2ccc(S(N)(=O)=O)cc2)cc1 (configuration not stated) | i | -0.7 | -0.11
CC(C)(C)NC(=O)COc1coc(CN2CCN(C(=O)c3ccco3)CC2)cc1=O | i | -1.9 | -3.19
Cc1ccc(S(=O)(=O)N2CCC(C(=O)N3CCCC3C(=O)N[C@@H](CC(C)C)C(=O)NCC(N)=O)CC2)cc1 (some centres not stated) | i | -2.3 | 1.1
CCn1c(-c2cccnc2Cl)nc2cc(C)c(C)cc21 | i | -0.6 | -0.14
COc1cccc(-c2cc(C(=O)NCC3CCCO3)c3cc(C)cc(C)c3n2)c1 (configuration not stated) | i | -1.2 | 0.52
COCCN(C(=O)Nc1ccc(F)cc1F)c1nc2ccccc2s1 | i | -0.1 | 0.33
O=C(CSc1ncccn1)N1CCN(C(c2ccccc2)c2ccccc2)CC1 | i | 0.0 | -0.11
CN(C)C=Nc1ccccc1C1C=NNC1=O (configuration not stated) | i | -2.3 | 0.94
CCS(=O)(=O)NCC(c1ccco1)N1CCN(c2ccc(F)cc2)CC1 (configuration not stated) | i | -6.0 | -1
NC1=NC[C@H](Cc2ccc(O)cc2)N1CCc1cccc(F)c1 | i | -3.1 | 0.92
COc1ccccc1Cn1c(CO)nc2ccccc21 | i | -0.1 | -0.34
O=C(c1cccc(F)c1)N1CCN(C(=O)c2nn3cccnc3c2Cl)CC1 | i | -0.5 | -0.15
O=C(Cc1ccccc1)n1nc(-c2ccccc2)nc1NCc1ccco1 | -5.57* | -1.1 | -0.05
O=C(NCc1ccccc1)C(=O)NCC1OCCN1S(=O)(=O)c1ccc([N+](=O)[O-])cc1 (configuration not stated) | i | -2.5 | -1.57
COc1ccc(CN2CCNC(=O)C2CC(=O)NCc2cn[nH]c2-c2ccccc2)c(F)c1 (configuration not stated) | i | -0.5 | 0.52
Cc1ccc(NC(=S)N(Cc2cccs2)Cc2cc3cc(C)ccc3[nH]c2=O)cc1 | i | -0.3 | 0.36
CN(C)c1nc(N)nc(Cn2nnc(-c3ccc(C(F)(F)F)cc3)n2)n1 | i | -1.0 | 0.32
CCc1ccc(OCC(=O)Nc2ccc3[nH]ncc3c2)cc1 | i | -0.3 | -0.41
Oc1ccccc1C=NC(c1ccccc1)C(O)c1ccccc1 (configuration not stated) | i | 0.0 | -0.04
Cc1cc(CNC(=O)COc2ccc(C#N)cc2)c2ccccc2n1 | i | -0.5 | -0.97
CCOC(=O)C(=CNCC(=O)OC)C(=O)OCC | i | -1.4 | 0.27
O=C1CCC(C(=O)N2CCN(c3ccccc3Cl)CC2)CN1CC1CCCCC1 (configuration not stated) | i | 0.4 | -0.59
Cc1ccc(S(=O)(=O)NCCC(=O)N2CCN(c3cccc(Cl)c3)CC2)cc1C | i | 1.5 | -1.48
COC(=O)c1oc2ccccc2c1-n1cccc1 | i | 0.3 | -0.07
CN(Cc1nc(-c2ccccc2)no1)C(=O)c1ccc2c(c1)OCO2 | i | -1.4 | 0.69
CC1(c2ccc(Cl)cc2Cl)OCC(Cn2ccnc2)O1 (configuration not stated) | i | -5.0 | 2.15
O=C(CCNS(=O)(=O)c1cccs1)N1CCN(c2cccc(Cl)c2)CC1 | i | -3.6 | 0.98
COc1ccc(N2CC(C(=O)OC(C)C(=O)c3ccccc3)CC2=O)cc1 (configuration not stated) | i | -0.7 | 0.19
CCN(C(=O)COC(=O)c1oc2ccc(OC)cc2c1C)C1CCCCC1 | i | -0.9 | 0.11
CN1CCN(C(=O)/C(=C\c2ccc3c(c2)OCO3)NC(=O)c2cccs2)CC1 | i | 0.6 | 0.07
CN(C)c1ncc(S(=O)(=O)c2ccccc2)c(=O)[nH]1 | i | 0.2 | 0.05
O=C(NCCNC(=O)c1cc(OCC(F)(F)F)ccc1OCC(F)(F)F)Nc1ccc(OC(F)(F)F)cc1 | i | -0.9 | 0.01
Cc1cc(C)cc(NC(=O)CCN2C(=O)c3ccccc3S2(=O)=O)c1 | i | -0.8 | 1.67
CCCNC(=O)c1ccc(CN2CCc3ccccc3C2)cc1 | i | 0.6 | -0.34
COCCNC(=S)Nc1ccc2nc(N3CCOCC3)cc(C)c2c1 | i | 1.3 | -0.24
COc1ccc(CC(=O)c2ccc(OC3OC(CO)C(O)C(O)C3O)cc2O)cc1 (configuration not stated) | i | -0.6 | 0.03
CCC1(C(=O)OC)CCc2c(cc(OC)c3ccccc23)C1=O (configuration not stated) | i | 0.9 | -0.33
CCn1c(CSc2nc3ccccc3s2)nc2ccccc21 | i | -0.1 | -0.04
COCCN1C(=O)c2[nH]nc(-c3ccccc3O)c2C1c1ccc(OC)cc1 (configuration not stated) | i | -2.7 | -0.22
CC(O)CNC(=O)Cc1cc(=O)[nH]c(=O)[nH]1 (configuration not stated) | i | -0.9 | -1.74

# Screens from PubChem.
